# MsrA inh: bovine MsrA enzyme inhibitors, primary screen, biochemical, absorbance, HTS; purified bovine MsrA, absorbance read-out; AID 651718, 2012; Methionine sulfoxide reductase A (Bos taurus); hit rate 0.75% among 360,000; inhibition, % at 15.5 µM; in the data active means inhibition above about 4.5%;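 further: 0% = vehicle wells with enzyme and 100% = reference inhibitor wells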
# FAS TE block: FAS thioesterase domain inhibitors, primary screen, biochemical, fluorescence intensity, uHTS. Fatty acid synthase (Homo sapiens), P49327. recombinant FAS-TE, OMFH fluorogenic substrate, fluorescence endpoint. inhibition, % at 15 µM. hit rate 0.67% among 360,000. AID 602261, 2012;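 active means compounds whose normalised, plate-corrected inhibition of enzyme fluorescence in the single-dose primary screen is 50% or more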;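 further: 0% = DMSO with enzyme and 100% = substrate without enzyme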
# eLon inh: inhibitors of E. coli Lon protease, primary screen, biochemical, fluorescence polarization. P0A9M0. purified E. coli Lon protease. AID 602123, 2011. inhibition, % at 7.94 µM. hit rate 0.42% among 360,000; in the data active means inhibition above about 13%, passing the limit was not always enough;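 further: 0% = enzyme with probe and DMSO and 100% = no enzyme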
# Target sequence (P0A9M0 whole entry, looked up): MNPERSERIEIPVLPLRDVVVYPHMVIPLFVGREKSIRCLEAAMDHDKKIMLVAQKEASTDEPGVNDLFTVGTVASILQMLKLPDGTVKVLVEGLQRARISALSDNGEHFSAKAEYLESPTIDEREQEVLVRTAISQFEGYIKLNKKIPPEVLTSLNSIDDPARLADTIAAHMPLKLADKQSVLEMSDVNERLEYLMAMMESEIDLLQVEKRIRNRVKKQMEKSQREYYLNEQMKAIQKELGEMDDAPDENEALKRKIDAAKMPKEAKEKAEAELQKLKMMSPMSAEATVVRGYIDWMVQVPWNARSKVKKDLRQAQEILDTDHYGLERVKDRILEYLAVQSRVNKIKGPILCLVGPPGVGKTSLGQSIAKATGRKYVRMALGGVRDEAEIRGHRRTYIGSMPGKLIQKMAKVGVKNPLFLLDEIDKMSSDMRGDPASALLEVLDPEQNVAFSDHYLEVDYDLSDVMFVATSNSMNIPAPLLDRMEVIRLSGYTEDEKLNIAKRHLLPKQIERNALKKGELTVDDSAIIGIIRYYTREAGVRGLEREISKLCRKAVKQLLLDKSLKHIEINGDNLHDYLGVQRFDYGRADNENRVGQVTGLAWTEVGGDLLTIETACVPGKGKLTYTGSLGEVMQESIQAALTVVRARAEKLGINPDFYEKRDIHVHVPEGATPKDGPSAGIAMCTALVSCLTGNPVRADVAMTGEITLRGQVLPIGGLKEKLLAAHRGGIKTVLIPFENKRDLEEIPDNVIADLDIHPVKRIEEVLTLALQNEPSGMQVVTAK
# NRP1-CendR mod: modulators of CendR peptide binding to NRP-1, primary screen, biochemical, fluorescence polarization, uHTS | hit rate 0.85% among 360,000 | FAM-RPARPAR peptide binding to NRP-1 | Neuropilin-1 (Homo sapiens), O14786 | inhibition, % at 25 µM;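 active means inhibition or corrected inhibition above about 18%, plus a signal ratio from 0.5 to 1.5, limit read from the data, passing the limit was not always enough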; further: strong numbers were not always called active
# Neddylation inh: inhibitors of cullin neddylation, primary screen, biochemical, TR-FRET, uHTS, NAE and Ubc12. NEDD8-conjugating enzyme Ubc12 (Homo sapiens) + NEDD8-activating enzyme E1 regulatory …. calls only at 25 µM. hit rate 0.58% among 360,000; in the data active means inhibition above about 36%
# SKN-1 block: suppressors of acrylamide-induced Pgst-4::GFP reporter in worms, primary screen, SKN-1 inhibitor project, whole organism, uHTS, GFP/RFP fluorescence ratio, strain VP596; C. elegans VP596 Pgst-4::GFP/RFP ratio, 24 h; AID 624304, 2012; hit rate 0.49% among 360,000; inhibition, % at 21.8 µM;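 active means interference check ratio from 0.5 to 1.5 plus GFP to RFP signal ratio inhibition reaching or exceeding a fixed threshold, cut at about 30% in these data, passing the limit was not always enough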; further: some compounds called inactive have numbers as strong as hits
# Rin1-Abl PPI inh: inhibitors of Rin1-Abl protein binding, primary screen, biochemical, TR-FRET; Tyrosine-protein kinase ABL1 (Homo sapiens) + Ras and Rab interactor 1 (Homo sapiens), …; inhibition, % at 7.35 µM; hit rate 0.4% among 360,000; in the data active means inhibition above about 5%, passing the limit was not always enough
# bovine MsrA act: bovine MsrA enzyme activators, primary screen, biochemical, absorbance, HTS; activation, % at 10.6 µM; purified bovine MsrA, absorbance read-out; hit rate 0.3% among 360,000; Methionine sulfoxide reductase A (Bos taurus); in the data active means activation above about 7.5%;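 further: 0% = vehicle and 100% = reference activator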
# MT1-MMP act inh: blockers of MT1-MMP proenzyme processing, primary screen, HT1080 RFP-PRO-GFP cells, GFP/RFP fluorescence. AID 651647, 2012. hit rate 0.061% among 360,000. Matrix metalloproteinase-14 (Homo sapiens), P50281. GFP/RFP ratio fluorescence, overnight; percent of plate control window, DMSO zero. GFP/RFP ratio change, % at 20 µM;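 active means GFP/RFP ratio change of at least 30% with cell ATP level not reduced by more than half and red fluorescence within 50% of control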; further: strong numbers were not always called active
#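 Compound: 20 µM single dose, 1% DMSO / System: HT1080 RFP-PRO-GFP cells / Controls: DMSO and RFP-L50D-GFP cell wells / Read-out basis: GFP/RFP fluorescence ratio / Schedule: overnight compound exposure at 37 °C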
# * marks the source's active call; other numbers are inactive results; i = inactive; x = no result given; + = active, no number. Random draw from the library; overall some 4.2% were active at least once.
SMILES,MsrA inh,FAS TE block,eLon inh,NRP1-CendR mod,Neddylation inh,SKN-1 block,Rin1-Abl PPI inh,bovine MsrA act,MT1-MMP act inh
O=C1C(=O)N(CCN2CCCCC2)c2ccccc21,-0.1,-4,-3,12,i,-9,-4,-4,0
COc1ccc2c(c1OC)C(=O)OC2Nc1ncc(Br)cc1Br (configuration not stated),0.2,-4,-6,1,i,6,-1,-4,1
COC(=O)[C@@H]1C[C@@]2(O)[C@H](O)[C@H](O)[C@H](O)C[C@H]2N1Cc1ccc(C(C)(C)C)cc1,-0.9,-7,0,5,i,17,3,-1,5
CC1=CC(=NOC(=O)/C=C/c2ccccc2)C=C(C)C1=O,0.6,-4,11,0,i,1,-6,-5,-46
Cc1ccc(NC(=O)C(C)OC(=O)CSc2ccccc2)cc1 (configuration not stated),0.2,-2,-5,-5,i,13,-1,-10,-2
CCOC(=O)C1=C(C)N=c2s/c(=C/c3cccc([N+](=O)[O-])c3O)c(=O)n2C1c1ccccc1 (configuration not stated),0.2,31,6,-18,i,10,2,-5,8
COc1ccc(S(=O)(=O)NCC(=O)NCc2cc(=O)n(C)c(=O)n2C)cc1C,0.5,-6,2,-6,i,11,3,2,-2
Cc1ccn2cc(C(=O)Nc3cccc(C(=O)NC4CC4)c3)nc2c1,-0.9,-8,-12,-10,i,11,5,-6,4
CCn1c(SCCOc2ccc(Cl)cc2)nnc1-c1cccs1,-0.1,16,-4,12,i,10,3,1,3
Cc1cccc(NC(=O)c2ccccc2NC(=O)c2ccco2)c1,-0.1,6,6,-23,i,11,-7,-4,-3
CC(C)CCn1c(Sc2nc3ccccc3o2)nc2c1c(=O)[nH]c(=O)n2C,-1.0,11,0,1,i,-1,2,-1,-13
CCCN1CN=C(NS(=O)(=O)c2ccc(C)cc2)NC1,-0.4,-5,1,-2,i,3,0,-4,-6
O=C(CN1C2CCCC1CC(NC(=O)C1CCCCC1)C2)NCc1ccc(F)cc1 (configuration not stated),0.5,-6,0,-1,i,2,-1,-3,-1
CCN(CC)CCCN1CC(=O)N2[C@@H](Cc3c([nH]c4ccccc34)C2(C)C)C1=O,1.0,-5,-19,-68,i,4,4,-2,0
O=C(C(Cc1ccccc1)n1cccc1)N1CCN(c2ncccn2)CC1 (configuration not stated),0.3,-2,-7,-4,i,-3,1,-5,5
Cc1ccc(C)c2nc3sc(C(=O)N4CCOCC4)c(N)c3cc12,2.2,-4,-21,-24,i,4,-2,8.8*,-59
O=C(NC(Cc1c[nH]c2ccccc12)C(=O)N/N=C/c1ccc(Br)cc1)c1cccs1 (configuration not stated),1.9,24,-9,-3,i,5,4,0,0
CC1(C(=O)Nc2ccc(Cl)c(Cl)c2)CCN1C(=O)CC(c1ccccc1)c1ccccc1 (configuration not stated),1.0,39,1,-11,i,-5,1,-1,1
O=C(N/N=C/c1ccc(N2CCOCC2)cc1)c1ccccn1,1.6,-4,-10,-33,i,10,-3,-4,-2
CCC(=O)Nc1cccc(-c2nnc(-c3cccc(NC(=O)CC)c3)o2)c1,-1.0,-1,6,11,i,1,0,-2,7
Cc1cccc(CC(C)NC(=O)CCc2nnc(CCCCc3ccccc3)o2)n1 (configuration not stated),-0.5,-7,2,0,i,-5,-2,-3,0
Cc1c(Cl)cccc1NC(=O)Cn1c(-c2ccc(F)cc2)noc1=O,0.4,5,3,10,i,1,2,0,-5
Fc1ccc(CNc2nc(-c3ccco3)cc(C(F)(F)F)n2)cc1,0.0,23,-5,-17,i,14,0,0,-16
Cn1c(CCC(=O)OCC(=O)NCc2ccccc2Cl)nc(=O)c2ccccc21,-0.6,-4,-5,-4,i,-2,5,-1,-1
CCc1ccc(OC2(C)CCN(Cc3ccc(SC)cc3)C2)cc1 (configuration not stated),-0.7,18,-12,-3,i,-13,-1,-1,5
CCn1cc(/C=C(\NC(=O)c2ccccc2F)C(=O)N2CCCC2)c2ccccc21,x,-4,-14,17,i,-8,-1,-5,1
CN(Cc1cccc(Cl)c1Cl)C(=O)c1ccccc1SCC(=O)N1CCCC1,0.1,1,3,0,i,8,-1,0,-5
CC1C(=O)C(C)C(c2ccccc2F)NC1c1ccccc1F (configuration not stated),-0.2,11,8,1,i,9,-2,-5,3
Cc1ccc(C23CC4CC(CC(C(=O)NC(C)C)(C4)C2)C3)cc1,0.9,6,4,-2,i,22,1,-1,-4
O=C(NCCNC(=O)c1ccc(Cl)cc1Cl)c1ccco1,0.1,-1,-5,-3,i,8,3,-8,3
CC1CCCC(NC(=O)CCC(=O)N2CCOc3ccccc32)C1C (configuration not stated),-1.6,-1,5,0,i,8,3,-10,-1
CN1CCC(C(=O)C(=O)O)C1=O (configuration not stated),1.8,-7,-1,10,i,-1,2,-6,-3
Cc1ccc(S(=O)(=O)N(C)C)cc1NC(=O)CSc1nnc(C2CC2)n1C1CC1,-0.1,-6,-2,-1,i,-7,1,-4,2
CC(=O)N(Cc1ccco1)C1(C(=O)NC2CCCCC2)CCCCC1,-0.1,0,-7,-1,i,7,4,-3,-3
CSc1nccc(N/N=C/c2ccccc2)n1,3.2,2,15,15,i,24,-2,2,-1
NS(=O)(=O)c1ccc(NC(=O)CN2CCCCC2)cc1,1.9,-9,-10,-7,i,-15,1,-1,0
Cc1sc2ncnc(SCC(=O)Nc3ccc(CN4CCCC4)cc3)c2c1C,0.0,2,-21,4,i,3,0,3,-6
CN(CC(=O)NC(=O)NC1CCCCC1)CC(=O)Nc1ccccc1C(F)(F)F,-0.7,-2,-7,5,i,8,-1,3,0
COCCNC(=O)CCC1CCN(Cc2cccc(Oc3ccccc3)c2)CC1,-0.8,-1,-15,-3,i,11,2,-11,0
COc1ccc(C(O)c2nc(-c3cccs3)cs2)cc1 (configuration not stated),-0.1,2,-8,8,i,19,-4,-2,-1
CC(C)N1C(=O)N(c2cccc(Cl)c2)C(C)(O)CC1(C)C (configuration not stated),-0.3,-4,-11,5,i,3,3,-2,-7
O=C(Nc1nc(-c2ccc(F)c(F)c2)cs1)c1cc([N+](=O)[O-])ccc1N1CCOCC1,0.8,55*,12,9,i,15,-2,-2,1
O=S(=O)(O)c1cc(O)c2cc(Nc3ccccc3)ccc2c1,1.5,5,17,42*,+,21,-2,-4,-6
C/C(CC(=O)Nc1ccc(Cl)cc1Cl)=N\NC(=O)c1cnccn1,-0.1,-3,-5,10,i,-2,1,-1,3
CCN(CCCNC(=O)COc1cc(=O)n(C)c2ccccc12)c1cccc(C)c1,1.7,6,-2,0,i,6,-5,-1,1

# An excerpt from above in order of length of the SMILES, smallest number first.
SMILES,MsrA inh,FAS TE block,eLon inh,NRP1-CendR mod,Neddylation inh,SKN-1 block,Rin1-Abl PPI inh,bovine MsrA act,MT1-MMP act inh
CSc1nccc(N/N=C/c2ccccc2)n1,3.2,2,15,15,i,24,-2,2,-1
COc1ccc(C(O)c2nc(-c3cccs3)cs2)cc1 (configuration not stated),-0.1,2,-8,8,i,19,-4,-2,-1
NS(=O)(=O)c1ccc(NC(=O)CN2CCCCC2)cc1,1.9,-9,-10,-7,i,-15,1,-1,0
COCCNC(=O)CCC1CCN(Cc2cccc(Oc3ccccc3)c2)CC1,-0.8,-1,-15,-3,i,11,2,-11,0
CN(CC(=O)NC(=O)NC1CCCCC1)CC(=O)Nc1ccccc1C(F)(F)F,-0.7,-2,-7,5,i,8,-1,3,0

# New compounds follow.
SMILES,MsrA inh,FAS TE block,eLon inh,NRP1-CendR mod,Neddylation inh,SKN-1 block,Rin1-Abl PPI inh,bovine MsrA act,MT1-MMP act inh
CC(=O)COC(=O)C1=NN(c2ccccc2)C(=O)CC1,-0.1,-5,-2,11,i,10,-1,-2,0
O=C(NCc1ccccc1C(F)(F)F)C1CC(c2ccccc2[N+](=O)[O-])=NO1 (configuration not stated),-0.9,8,-9,20,i,4,1,0,3
COCCN(Cc1ccc(F)cc1)C(=O)c1cc2ccccc2oc1=O,1.2,2,0,6,i,4,-2,-2,0
O=C(CSc1nnc(CNC(=O)c2cccs2)o1)Nc1ccccc1C(F)(F)F,-0.2,-6,-1,1,i,7,0,-1,-2
FC(F)(F)c1cccc(NC(=S)Nc2cccc(NC(=S)Nc3cccc(C(F)(F)F)c3)n2)c1,0.1,39,-109,-15,i,6,-3,5,5
COc1ccc(/C=C/C(=O)N2CCN(C)CC2)cc1OC,0.8,-3,-3,6,i,8,-5,-3,2
CCCNC(=O)c1cc2nc(-c3ccccc3)cc(C(F)(F)F)n2n1,0.4,0,8,3,+,3,-4,-2,6
CCC(=O)NC(=S)Nc1cccc(NC(=O)c2ccc(Cl)cc2Cl)c1,0.2,4,-6,8,i,-13,-2,-1,5
CCCCn1nc(C(=O)NNC(=O)c2ccncc2)c2ccccc2c1=O,x,-5,-5,9,i,-16,-1,-3,-1
CCOC(=O)C1(Cc2cccc(OC)c2)CCN(C/C=C/c2ccc(OC)cc2)CC1,2.3,4,-3,7,i,6,3,-1,-4
O=C(O)C1C2C=CC3(O2)C1C(=O)N1c2ccccc2COC13 (configuration not stated),0.5,-4,-7,-12,i,-4,-2,-2,-2
CCS(=O)(=O)N1CCC(C(=O)NCc2cccs2)CC1,0.0,-11,-3,1,i,2,2,-11,1
Cc1nn(C(C)C(=O)O)c(=O)c2c1sc1ccccc12 (configuration not stated),-0.2,-6,-3,-3,i,0,-28,-3,-4
CCCCOc1ccc(C(=O)Nc2ccc(N3CCN(C)CC3)cc2)cc1,0.0,-2,11,1,i,-2,-3,-3,5
C=CCc1cccc(/C=N/NC(=O)CNc2ccccc2OC)c1O,2.0,25,-3,0,i,-17,1,-12,-6
COc1ccc(/C=N/NC(=O)c2ccc(C)nc2)cc1O,2.4,-5,-2,0,i,11,-2,-3,-1
COc1ccc(NS(=O)(=O)c2ccc3c(c2)N(C(C)=O)CCO3)cc1,0.7,2,-2,12,i,-16,1,-4,1
Cc1cccc(C(=S)N2CCOCC2)n1,0.6,-6,4,8,i,14,3,-1,-1
Cc1ccc(-n2c(=O)c3sccc3n(CC(=O)NCc3ccco3)c2=O)cc1F,-0.3,-2,3,4,i,-12,-3,-1,2
Cc1cc(N)n(-c2ccc3ccccc3c2)n1,-0.8,0,1,-12,i,-18,-2,-14,-5
Cc1nn(-c2nnc(NCc3ccccc3)nn2)c(C)c1Br,-1.0,-2,7,-2,i,0,-4,-1,6
COc1ccc(NC(=O)c2ccc(NC(=O)C3CC3)cc2)cc1,-1.0,-7,-19,0,i,6,-2,-3,1
CCn1c(SCc2nc(-c3ccccc3)no2)nnc1-c1cccs1,0.3,-4,-3,9,i,7,-3,-7,-4
Cc1nnc2c(NC3CCCCC3)nc3ccccc3n12,2.7,1,-3,6,i,9,0,-4,17
CCOCC(=O)Nc1cccc(SC)c1,-1.0,-3,4,-2,i,7,1,-3,1
Cc1[nH]c2ccc(C(=O)N3CCN(Cc4ccccc4)CC3)cc2c1C,-1.0,1,-1,-10,i,2,0,0,4
COc1ccc(C(=O)OC(COc2ccccc2)Cn2ccnc2)cc1 (configuration not stated),-0.4,-10,3,-5,i,-5,-1,-2,-7
Cc1cc(C)c2ccc(=O)n(CC(=O)N/N=C/c3ccccc3Cl)c2n1,0.3,11,6,-2,i,8,2,6,-1

# Screens: PubChem BioAssay, several laboratories
